High-throughput results deposited in PubChem by Johns Hopkins Ion Channel Center.
CHT block = inhibits the human high affinity choline transporter. B-score at 10 µM. AID 488975. Q9GZV3. 0.86% of 310,000 active. CHT-expressing cells, membrane potential dye, choline response; stronger effect = lower value;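 active = B-score over 3 SD under the library average, and starting fluorescence ratio not unusually high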;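 note: choline stimulus applied at its EC90 after an EC20 pre-addition; B-score computed on integrated fluorescence ratio after choline addition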
Target sequence (Q9GZV3 whole entry, looked up): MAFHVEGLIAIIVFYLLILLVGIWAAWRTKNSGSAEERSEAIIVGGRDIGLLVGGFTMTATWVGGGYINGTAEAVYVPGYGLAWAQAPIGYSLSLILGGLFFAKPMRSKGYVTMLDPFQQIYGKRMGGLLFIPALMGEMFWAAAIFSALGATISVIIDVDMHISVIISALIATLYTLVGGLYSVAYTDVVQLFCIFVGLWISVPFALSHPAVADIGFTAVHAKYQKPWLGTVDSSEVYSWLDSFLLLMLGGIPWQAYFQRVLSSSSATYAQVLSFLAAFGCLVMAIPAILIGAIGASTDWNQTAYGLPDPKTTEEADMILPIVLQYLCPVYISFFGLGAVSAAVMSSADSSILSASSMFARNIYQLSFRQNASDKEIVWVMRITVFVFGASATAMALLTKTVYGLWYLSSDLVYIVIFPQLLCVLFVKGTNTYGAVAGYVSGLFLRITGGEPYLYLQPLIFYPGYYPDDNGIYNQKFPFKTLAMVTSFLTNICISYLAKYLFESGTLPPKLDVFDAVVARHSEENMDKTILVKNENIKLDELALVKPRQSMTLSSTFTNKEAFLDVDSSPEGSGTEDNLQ
CHT PAM = allosteric activators of human choline transporter CHT. Q9GZV3. CHT-expressing cells, membrane potential dye, choline EC20; stronger effect = higher value; LV-AA mutant CHT in HEK293 cells. B-score at 10 µM. 0.49% of 310,000 active;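 active = initial fluorescence not abnormally high and integrated response B-score, plate-corrected, over 3 SD above library mean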
The depositor's hits bear a star; i = inactive.

SMILES	CHT block	CHT PAM
CN(CC(=O)Nc1ccc(N2CCOCC2)cc1)CC(=O)Nc1ccccc1C#N	i	i
O=C1CC(c2ccc(Cl)cc2)c2c(O)cc(O)cc2O1 (stereo not given)	i	i
CCC(C)N1CC(=O)N2Cc3[nH]c4ccccc4c3C[C@H]2C1=O (stereo not given in full)	i	i
Cc1c(Cl)cccc1N=C1SCCN1C(=O)CN1C(=O)NC2(CCCC2)C1=O	i	i
CC1(C)Cc2nc(Cl)c(C#N)cc2CO1	i	i
Cn1c(CN2CCCC2)nc2cc(NC(=O)C3CCCCC3)ccc21	i	i
O=C(Nc1ccc(F)cc1F)NC1CCCc2ccccc21 (stereo not given)	i	i
COC(=O)c1ccc(COc2ccc(C=O)cc2OC)o1	i	i
Brc1ccc(Cn2c(-c3cncs3)nc3ccccc32)cc1	i	i
O=C(NCCc1ccc(Cl)cc1)C(=O)Nc1cc2c3c(c1)CC(=O)N3CCC2	i	i
CCCNC(=O)C1CCN(S(=O)(=O)c2ccc3c(c2)OCCO3)CC1	i	i
CSc1ccccc1OCc1cc(C(=O)NC(C)c2cnn(C)c2)no1 (stereo not given)	i	i
Nc1nc2ncc(CNc3ccc(C(=O)N[C@@H](CCC(=O)O)C(=O)O)cc3)nc2c(=O)[nH]1	i	i
O=C(COc1ccc(S(=O)(=O)NC2CCCCC2)cc1)NC1CCCC1	i	i
CN(Cc1ccc(Cl)cc1)C(=O)CCl	i	i
CCCNC(=O)COCc1cc(-c2ccc3c(c2)OCO3)on1	i	i
CC1(c2nnc(-c3ccncc3)o2)CC(c2ccccc2)=NO1 (stereo not given)	i	i
Cc1cccc(NS(=O)(=O)c2ccc(C(=O)N3CCN(c4ccccc4O)CC3)cc2)c1C	i	i
Cc1cc(C)nc(NC(=O)CSc2nc3ccccc3o2)n1	i	i
O=c1[nH]c(=O)n(Cc2ccccc2)c2c1CCC2	i	i
CCCCC(c1nnnn1C1CCCC1)N1CCN(C(=O)c2ccco2)CC1 (stereo not given)	i	i
O=C(NCc1ccc(Cl)cc1)NCC(F)(F)F	i	i
CCCNC(=O)NC(=O)CSc1nnc(-c2c[nH]c3ccccc23)o1	i	i
O=C(CCc1nnc2ccc(NCc3ccccc3Cl)nn12)NC1CCCC1	i	i
O=C(CSc1nc2ccccc2c(=O)n1-c1ccc(F)cc1F)Nc1ccc(N2CCOCC2)cc1	i	i

Reprinted from the part before: seven entries; new compounds follow.
SMILES	CHT block	CHT PAM
Cc1cc(C)nc(NC(=O)CSc2nc3ccccc3o2)n1	i	i
O=c1[nH]c(=O)n(Cc2ccccc2)c2c1CCC2	i	i
CCCCC(c1nnnn1C1CCCC1)N1CCN(C(=O)c2ccco2)CC1 (stereo not given)	i	i
O=C(NCc1ccc(Cl)cc1)NCC(F)(F)F	i	i
CCCNC(=O)NC(=O)CSc1nnc(-c2c[nH]c3ccccc23)o1	i	i
O=C(CCc1nnc2ccc(NCc3ccccc3Cl)nn12)NC1CCCC1	i	i
O=C(CSc1nc2ccccc2c(=O)n1-c1ccc(F)cc1F)Nc1ccc(N2CCOCC2)cc1	i	i
Cc1cc(F)ccc1S(=O)(=O)N1CCCCC1CCNC(=O)C(=O)NCc1ccccn1 (stereo not given)	i	i
Cc1cc(F)ccc1S(=O)(=O)Nc1ncnc2scc(-c3ccc(F)cc3)c12	i	i
c1ccc(Cn2nnnc2C(c2cccs2)N2CCCCCC2)cc1 (stereo not given)	i	i
O=C(NCc1ccco1)c1noc2c1CCCC2	i	i
Cc1ccc(S(=O)(=O)c2c(CO)c(-c3ccccc3)nn2C)cc1	i	i
O=C(NCC(=O)N1CCN(C(=O)c2ccco2)CC1)c1ccc(Br)cc1	i	i
COc1ccc(/C=C/C(=O)Nc2nonc2NC(C)=O)cc1	i	i
O=S(=O)(NC(=NC1CCCCC1)c1ccccc1)c1ccc(F)cc1	i	i
Oc1ccc[n+](/C=C\c2ccccc2)c1	i	i
ONC(=Nc1cccc(C(F)(F)F)c1)c1cccnc1	i	i
CCCS(=O)(=O)c1nc(S(=O)(=O)c2ccc(C)cc2)c(N2CCN(CC)CC2)s1	i	i
Cn1c2ccccc2c2cnn(CC(=O)O)c(=O)c21	i	i
COC(=O)c1ccc(C(=O)OC)c(NC(=S)N2CCN(c3cc(Cl)ccc3C)CC2)c1	i	i
Cc1cc(C(=O)NCC2CCCCC2)ccc1[N+](=O)[O-]	i	i
Cc1cc(C)n(-c2cc(Oc3ccccc3)ncn2)n1	i	i
O=C(COc1ccc(Cl)cc1Cl)N/N=C/C1CC=CCC1 (stereo not given)	i	i
Cc1ccc(C(=O)CC(=O)c2cccc(F)c2)c(O)c1	i	i
COCC(=O)Nc1ccccc1C#N	i	i
CCCc1nc(N)c(C#N)c(N)c1C#N	i	i
COc1c(Br)cc([N+](=O)[O-])c(OC)c1C(=O)NC(=O)Nc1nc(C)cc(C)n1	i	i
CN(C(=O)CSc1nnc(-c2ccc(OC(F)F)cc2)n1N)C1CCS(=O)(=O)C1 (stereo not given)	i	i
O=C(O)C(Cc1c[nH]c2ccccc12)N1CCS(=O)(=O)CC1 (stereo not given)	i	i
O=C(CSc1nnc(NC(=O)c2c(F)cccc2F)s1)NCc1ccco1	i	i
NC(=O)NC(=O)CC1S/C(=N/N=C/c2ccccc2)NC1=O (stereo not given)	i	i
O=C(CSCc1ccccc1)Nc1ccc(S(=O)(=O)Nc2ncccn2)cc1	i	i

3 records picked at random from those above:
SMILES	CHT block	CHT PAM
Cc1ccc(S(=O)(=O)c2c(CO)c(-c3ccccc3)nn2C)cc1	i	i
Cc1cc(F)ccc1S(=O)(=O)N1CCCCC1CCNC(=O)C(=O)NCc1ccccn1 (stereo not given)	i	i
COc1ccc(/C=C/C(=O)Nc2nonc2NC(C)=O)cc1	i	i

Carrying on.
SMILES	CHT block	CHT PAM
NS(=O)(=O)c1ccc(CNC(=S)NC2CC2)cc1	i	i
COc1cccc(C2OC(=O)c3ccccc3N2C(C)=O)c1OC(C)=O (stereo not given)	i	i
CC(C)CC1Nc2ncnc(N3CCN(c4ccccn4)CC3)c2N(Cc2ccc(Br)cc2)C1=O (stereo not given)	i	i
COc1cccc(C2=NOC(C(=O)NCc3cccnc3)C2)c1 (stereo not given)	i	i
CCOCCCN1CN(Cc2ccccc2)CNC1=S	i	i
COc1ccc(C)cc1NC(=O)c1cc2c(s1)CCC2	i	i
COc1ccc(CCNC(=O)CCCCn2c(=O)[nH]c3ccccc3c2=O)cc1OC	i	i
CCn1c(SCC(=O)Nc2ccccc2F)nnc1-c1cnccn1	i	i
O=C(NNC(=O)C12CC3CC(CC(C3)C1)C2)c1ccco1	i	i
CCCCNc1nc2ccccc2[nH]1	i	i
CC(NC(=O)COC(=O)c1cccs1)c1ccccc1 (stereo not given)	i	i
O=C(Nc1ccc2nc(SCc3ccc(Cl)cc3)sc2c1)c1ccccc1C(=O)N1CCOCC1	i	i
Cc1nn2c(NCc3ccccn3)cc(C(C)(C)C)nc2c1-c1ccccc1	i	i
Cc1ccc(CSCc2ccc(C(=O)O)o2)cc1	i	i
Cc1ccccc1-c1nc(CN2CCC(C(=O)NC3CC3)CC2)c(C)o1	i	i
O=[N+]([O-])C1=C(Nc2cccc3ccccc23)CS(=O)(=O)C1	i	i
CCC1Sc2ccc(S(=O)(=O)CCC(=O)Nc3c(Cl)cc(OC)cc3OC)cc2NC1=O (stereo not given)	i	i
CCCn1nc(C(=O)OCC(=O)c2c(N)n(C)c(=O)n(C)c2=O)c2ccccc2c1=O	i	i
COC(=O)c1c(NC(=O)CSc2nc(-c3ccco3)cc(C(F)(F)F)n2)sc2c1CCCC2	i	i
Cc1nnc(NC(=O)Cc2cccs2)s1	i	i
O=C(Nc1ccc(CN2CCOCC2)cc1)c1ccc(-c2cccc([N+](=O)[O-])c2)o1	i	i
Cc1cc(Oc2cc(N)cc([N+](=O)[O-])c2)ccc1Cl	i	i
O=S(=O)(c1ccc(Cl)cc1)n1ccc(-c2cccc(OCc3c(F)cccc3Cl)c2)n1	i	i
OCC[C@@H]1C[C@@H](O)[C@H](O)[C@]2(OCCCc3ccccc32)O1	i	i
COc1ccc([C@@H]2C(C#N)=C(N)S[C@@H](c3ccccc3)[C@@H]2[N+](=O)[O-])cc1	i	i

Next structures follow:
SMILES	CHT block	CHT PAM
CN(C)S(=O)(=O)Oc1ccc(Cl)cc1C(=O)Nc1cccc(C(F)(F)F)c1	i	i
CC1CCN(CC(=O)Nc2sc3c(c2C#N)CCC3)CC1	i	i
O=C(O)CCCC(=O)N1N=C(c2ccccc2)CC1c1cccs1 (stereo not given)	i	i
Cc1ccc(NC(=O)CCNS(=O)(=O)c2ccc3[nH]c(=O)oc3c2)cc1C	i	i
CCc1ccc(CN(C)C(=O)c2cc(COc3ccc(OC)cc3Cl)on2)nc1	i	i
O=C(CSc1ncnc2sccc12)Nc1ccccc1	i	i
Cc1ccc(CNC(=O)COC(=O)Cc2ccc(-c3ccccc3)cc2)cc1	i	i
COC(=O)C(C)NC(=O)COc1ccc2ccccc2c1 (stereo not given)	i	i
O=c1cc(CSc2ccccn2)c2ccccc2[nH]1	i	i
CC1(C)CC(=O)C=C(Nc2ccc(O)c(C(=O)O)c2)C1	i	i
CCOc1c2ccc(C(=O)NCc3ccc4c(c3)OCO4)cc2nn1CC	i	i
Cc1cccc(C)c1NC(=O)COC(=O)c1cc(=O)c2ccccc2o1	i	i
COCCCNC(=S)N1CCN(c2nc3ccccc3s2)CC1	i	i
O=C(NCCC1CCCCN1S(=O)(=O)c1ccccc1)C(=O)Nc1ccc(F)cc1F (stereo not given)	i	i
C[C@H](NC(=O)c1ccccc1Cl)C(=O)OCC(=O)N1CC2(C)CC1CC(C)(C)C2 (stereo not given in full)	i	i
Cc1cc(C(=O)Nc2sc(C)c(C)c2C#N)c(C)o1	i	i
Cc1ccc(CNc2nc(C)c(C(=O)N(C)C)s2)cc1	i	i
O=C(/C(=N\Nc1ccccc1)Sc1nnnn1-c1ccccc1)c1ccccc1	i	i
O=C(NCc1ccc(S(=O)(=O)Nc2ccccc2Cl)s1)c1ccccc1	i	i
C/C(CC(=O)Nc1cc(C)ccn1)=N\NC(=O)C(=O)Nc1cccc(C)c1	i	i
CCSc1nnc(-c2cc3c(s2)-c2ccccc2CC3)o1	i	i
COc1cc(NC(=S)N2CCN(S(=O)(=O)c3ccc(C)cc3)CC2)cc(OC)c1	i	i
CCOC(=O)C1CCN(C(=O)C2CCCN(c3ncnc4c3nc3n4CCCCC3)C2)CC1 (stereo not given)	i	i
CN(C)C(CNC(=S)Nc1ccc(Cl)cc1)c1cccnc1 (stereo not given)	i	i
CC(C)(C)OC(=O)NNC(=O)C12CC3CC(CC(C3)C1)C2	i	i

The listing continues.
SMILES	CHT block	CHT PAM
O=C(NCCC1=CCCCC1)C(=O)NCC1OCCCN1S(=O)(=O)c1ccccc1 (stereo not given)	i	i
CC(C)[C@H](NC(=O)c1ccco1)C(=O)N(C)Cc1c(F)cccc1Cl	i	i
Cc1ccc(S(=O)(=O)Cn2nnnc2C(C(C)C)N2CCN(C(=O)c3ccco3)CC2)cc1 (stereo not given)	i	i
CCc1cc(=O)oc2c3c(cc(OCC(=O)NCCCOC)c12)OC(C)(C)CC3	i	i
O=c1[nH]nc(CNc2ccc(OC(F)(F)F)cc2)c2ccccc12	i	i
Cc1ccc(C)c(S(=O)(=O)N(C)C2(C)CCS(=O)(=O)C2)c1 (stereo not given)	i	i
Cc1cc([N+](=O)[O-])ccc1NC(=O)c1cc2ccccc2o1	i	i
CCN(CC(=O)NCc1cccs1)C(=O)c1ccccc1F	i	i
O=C(Nc1ccc(Cl)cc1F)C1CC1c1ccccc1 (stereo not given)	i	i
Cc1cccc(-n2c(CNC(=O)c3cccc([N+](=O)[O-])c3C)n[nH]c2=S)c1	i	i
O=C(CN(C(=O)CNC(=O)c1ccco1)c1ccccc1F)NC1CCCCC1	i	i
Oc1ccc(NCc2cccc(OCc3ccc(F)cc3)c2)cc1	i	i
O=C(NCc1ccco1)C1c2ccccc2Oc2ccccc21	i	i
CCn1nc(C)c(/C=N/NC(=O)Cn2nnnc2N)c1C	i	i
CC(Sc1ccc(Cl)cc1)C(=O)NCc1cccnc1 (stereo not given)	i	i
O=S(=O)(c1ccc(Oc2ccc(S(=O)(=O)N(CCO)CCO)cc2)cc1)N(CCO)CCO	i	i
Cc1cc(NC(=O)CSc2nnc(C(C)N(C)C)n2Cc2ccccc2)no1 (stereo not given)	i	i
Cc1cccn2c(=O)c3cc(C(=O)NC4CCCC4)n(C)c3nc12	i	i
CCn1c(C)nc2cc(S(=O)(=O)N3CCCCC3)ccc21	i	i
CN1N=C(c2ccc(F)c(F)c2)CSC1=NCc1ccccc1	i	i
Oc1ccc2ccccc2c1CNn1cnnc1	i	i
CC(C)(C)c1ccc(C(=O)N/N=C2\C3CN4CCN(C3)CC2(c2ccccc2)C4)cc1	i	i
OC(CNCC#Cc1ccccc1)c1ccccc1 (stereo not given)	-6.8*	i
O=C(Cn1c(=O)sc2ccccc21)NCc1ccco1	i	i
COc1cc(NC(=O)c2ccc(F)cc2)c(OC)cc1Cl	i	i

Further structures follow.
SMILES	CHT block	CHT PAM
CCc1[nH]nc(C(=O)N2CCCC(CNS(=O)(=O)c3cccs3)C2)c1C (stereo not given)	i	i
Cc1ccc(C(=O)NNC(=S)Nc2cccc(Cl)c2Cl)cc1[N+](=O)[O-]	i	i
CCc1sc(N(C(=O)Cc2ccccc2)c2cccc(F)c2)nc1-c1ccc(C)cc1	i	i
S=C(Nc1ccc(Br)cc1)NC1CCCCC1	i	i
Cc1ccccc1OCCNC(=S)Nc1ccccc1	i	i
CCOC(=O)/C(C#N)=C/c1cccc([N+](=O)[O-])c1	i	i

Record cards (already shown). Order of values: CHT block | CHT PAM
Cc1ccccc1OCCNC(=S)Nc1ccccc1 is listed with i | i
S=C(Nc1ccc(Br)cc1)NC1CCCCC1 is listed with i | i
CCc1[nH]nc(C(=O)N2CCCC(CNS(=O)(=O)c3cccs3)C2)c1C (stereo not given) is listed with i | i
Cc1ccc(C(=O)NNC(=S)Nc2cccc(Cl)c2Cl)cc1[N+](=O)[O-] is listed with i | i
CCOC(=O)/C(C#N)=C/c1cccc([N+](=O)[O-])c1 is listed with i | i
